Compound activity (PubChem)
FAS-TE inh – FAS thioesterase domain inhibitors, primary screen, biochemical, fluorescence intensity, uHTS; AID 602261, 2012; hit rate 0.67% among 360,000; inhibition, % at 15 µM; recombinant FAS-TE, OMFH fluorogenic substrate, fluorescence endpoint;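 active means compounds whose normalised, plate-corrected inhibition of enzyme fluorescence in the single-dose primary screen is 50% or more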;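 further: 0% = DMSO with enzyme and 100% = substrate without enzyme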
NadD block – inhibitors of S. aureus NadD, primary screen, biochemical, colorimetric, uHTS; purified NadD enzyme, colorimetric absorbance read-out; inhibition, % at 20 µM; hit rate 0.78% among 360,000; AID 602399, 2012; in the data active means inhibition above about 26%; further: some compounds past the cut are filed as inactive
CSN inh – inhibitors of CSN-mediated cullin deneddylation, primary screen, biochemical, fluorescence polarization, uHTS; Purified CSN, SCF-Nedd8-OG deneddylation; COP9 signalosome complex subunit 5 (Homo sapiens), Q92905; inhibition, % at 12.5 µM; hit rate 0.38% among 360,000;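 active means pattern-corrected inhibition above about 35%, with an unprinted fluorescence ratio check between 0.5 and 1.5, limit read from the data, passing the limit was not always enough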;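 further: 0% = enzyme with substrate and 100% = substrate without enzyme; some results filed as inactive read as strong as hits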
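test system = HEK293T-derived human Csn5 enzyme | amount = 0.24 nM Csn5 enzyme, final concentration | medium = Tris/NaCl/DTT buffer, pH 7.5 | schedule = 90 min reaction at room temperature | signal = FP | evaluation = inhibition of Csn5 cleavage, % | compound dosing = single dose of 12.5 µM compound with 0.25% DMSO | probe or stimulus = 10 nM SCFSkp2-Nedd8OG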
MLLE-PAM2 inh – inhibitors of PABP1 MLLE–PAM2 peptide binding, primary screen, biochemical, fluorescence polarization, FITC-PAM2, GST-MLLE | Polyadenylate-binding protein 1 (Homo sapiens), P11940 | inhibition, % at 20 µM | hit rate 0.36% among 360,000; in the data active means inhibition above about 35%, passing the limit was not always enough;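 further: plate controls were DMSO wells with GST-MLLE for no effect and wells lacking GST-MLLE protein for full effect; some results filed as inactive read as strong as hits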
Rpn11 inh – Rpn11 (PSMD14) deubiquitinase inhibitors, primary screen, biochemical, fluorescence polarization, uHTS | 26S proteasome non-ATPase regulatory subunit 14 (Homo sapiens), O00487 | human 26S proteasome, Ub4-pepOG fluorescence polarization; 20S core pre-blocked with epoxomicin | calls only at 20 µM | hit rate 0.59% among 360,000 | AID 588493, 2011;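 active means inhibition at 20 µM, scaled to each plate's controls, above about 33%, limit read from the data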
Neddylation inh – inhibitors of cullin neddylation, primary screen, biochemical, TR-FRET, uHTS, NAE and Ubc12; calls only at 25 µM; NEDD8-conjugating enzyme Ubc12 (Homo sapiens) + NEDD8-activating enzyme E1 regulatory …; hit rate 0.58% among 360,000; AID 651699, 2012; in the data active means inhibition above about 36%
Rin1-Abl PPI inh – inhibitors of Rin1-Abl protein binding, primary screen, biochemical, TR-FRET. Tyrosine-protein kinase ABL1 (Homo sapiens) + Ras and Rab interactor 1 (Homo sapiens), …. inhibition, % at 7.35 µM. hit rate 0.4% among 360,000; in the data active means inhibition above about 5%, passing the limit was not always enough
Target sequence (P00519 whole entry, looked up): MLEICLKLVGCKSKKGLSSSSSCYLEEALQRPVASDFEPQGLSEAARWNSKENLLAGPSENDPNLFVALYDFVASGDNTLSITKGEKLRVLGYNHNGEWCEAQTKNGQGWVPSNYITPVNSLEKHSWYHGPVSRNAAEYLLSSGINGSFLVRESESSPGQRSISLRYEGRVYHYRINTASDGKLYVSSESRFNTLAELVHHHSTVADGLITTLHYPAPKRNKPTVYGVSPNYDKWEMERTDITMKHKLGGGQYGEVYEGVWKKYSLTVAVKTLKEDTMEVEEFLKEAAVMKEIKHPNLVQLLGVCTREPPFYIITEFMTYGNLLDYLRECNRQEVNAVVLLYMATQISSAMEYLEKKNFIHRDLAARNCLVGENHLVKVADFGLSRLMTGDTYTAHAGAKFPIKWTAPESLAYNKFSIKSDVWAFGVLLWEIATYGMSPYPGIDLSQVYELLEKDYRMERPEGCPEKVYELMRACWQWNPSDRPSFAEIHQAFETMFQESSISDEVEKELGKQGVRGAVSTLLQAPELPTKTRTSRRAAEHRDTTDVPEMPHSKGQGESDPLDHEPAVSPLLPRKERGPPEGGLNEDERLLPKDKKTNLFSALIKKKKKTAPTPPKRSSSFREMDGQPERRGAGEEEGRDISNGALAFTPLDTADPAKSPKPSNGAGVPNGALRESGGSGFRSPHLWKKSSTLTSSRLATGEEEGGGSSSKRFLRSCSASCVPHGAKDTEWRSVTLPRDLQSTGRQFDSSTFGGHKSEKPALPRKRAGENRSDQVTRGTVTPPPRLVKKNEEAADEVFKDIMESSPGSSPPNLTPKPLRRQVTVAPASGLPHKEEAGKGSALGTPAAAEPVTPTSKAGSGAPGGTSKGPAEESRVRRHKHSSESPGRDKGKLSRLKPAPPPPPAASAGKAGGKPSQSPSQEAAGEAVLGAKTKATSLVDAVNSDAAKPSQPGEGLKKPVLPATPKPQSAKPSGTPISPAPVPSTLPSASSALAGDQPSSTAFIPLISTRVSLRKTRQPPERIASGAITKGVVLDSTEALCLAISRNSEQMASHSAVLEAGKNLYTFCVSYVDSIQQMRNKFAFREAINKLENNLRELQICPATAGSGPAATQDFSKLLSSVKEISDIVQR
Target sequence (Q13671 whole entry, looked up): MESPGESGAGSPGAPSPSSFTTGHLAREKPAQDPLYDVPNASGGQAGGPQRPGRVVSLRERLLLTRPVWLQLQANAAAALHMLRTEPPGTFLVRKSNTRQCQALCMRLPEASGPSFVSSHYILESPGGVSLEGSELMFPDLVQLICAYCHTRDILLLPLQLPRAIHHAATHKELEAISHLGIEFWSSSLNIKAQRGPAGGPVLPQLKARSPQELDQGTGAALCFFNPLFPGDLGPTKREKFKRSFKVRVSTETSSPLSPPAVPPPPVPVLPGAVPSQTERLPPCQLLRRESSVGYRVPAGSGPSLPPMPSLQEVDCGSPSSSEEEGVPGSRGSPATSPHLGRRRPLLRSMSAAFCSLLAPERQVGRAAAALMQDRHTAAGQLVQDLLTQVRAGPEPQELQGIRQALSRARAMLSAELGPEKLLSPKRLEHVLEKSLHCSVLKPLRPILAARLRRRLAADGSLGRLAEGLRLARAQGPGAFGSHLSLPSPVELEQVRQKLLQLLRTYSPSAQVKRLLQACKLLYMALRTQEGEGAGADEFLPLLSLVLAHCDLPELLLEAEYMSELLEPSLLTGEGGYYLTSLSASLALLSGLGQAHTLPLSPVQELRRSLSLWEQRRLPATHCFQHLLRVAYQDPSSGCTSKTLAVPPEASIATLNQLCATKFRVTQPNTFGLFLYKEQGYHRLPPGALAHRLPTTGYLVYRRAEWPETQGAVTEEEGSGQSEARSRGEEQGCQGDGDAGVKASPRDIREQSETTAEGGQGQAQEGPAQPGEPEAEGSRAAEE
MT1-MMP act inh – blockers of MT1-MMP proenzyme processing, primary screen, HT1080 RFP-PRO-GFP cells, GFP/RFP fluorescence; Matrix metalloproteinase-14 (Homo sapiens), P50281; GFP/RFP ratio fluorescence, overnight; percent of plate control window, DMSO zero; GFP/RFP ratio change, % at 20 µM; hit rate 0.061% among 360,000; AID 651647, 2012;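 active means GFP/RFP ratio change of at least 30% with cell ATP level not reduced by more than half and red fluorescence within 50% of control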; further: strong numbers were not always called active
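system = RFP-PRO-GFP reporter HT1080 cells | dosing = 20 µM single dose, 1% DMSO | timing = overnight cell settling, then overnight compound exposure, 37 °C, 5% CO2 | read-out basis = GFP/RFP fluorescence ratio | controls = DMSO and RFP-L50D-GFP cell wells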
SKN-1 block – suppressors of acrylamide-induced Pgst-4::GFP reporter in worms, primary screen, SKN-1 inhibitor project, whole organism, uHTS, GFP/RFP fluorescence ratio, strain VP596 | C. elegans VP596 Pgst-4::GFP/RFP ratio, 24 h | inhibition, % at 21.8 µM | hit rate 0.49% among 360,000;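 active means interference check ratio from 0.5 to 1.5 plus GFP to RFP signal ratio inhibition reaching or exceeding a fixed threshold, cut at about 30% in these data, passing the limit was not always enough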; further: some compounds called inactive have numbers as strong as hits
Active calls of the source: *; i = inactive; . = no result given; + = active, no number.

SMILES	FAS-TE inh	NadD block	CSN inh	MLLE-PAM2 inh	Rpn11 inh	Neddylation inh	Rin1-Abl PPI inh	MT1-MMP act inh	SKN-1 block
O=C(c1cccc(S(=O)(=O)N2CCCCCC2)c1)N1CCN(c2ccccc2F)CC1	20	-6	4	2	i	i	2	1	-9
CCOc1cc(S(=O)(=O)n2cnc(C)c2)ccc1Cl	4	-4	-15	-5	i	i	-2	-9	-7
Clc1ccccc1Cc1noc(CN2CCN3CCCC3C2)n1 (configuration not stated)	-5	-6	7	-6	i	i	-1	-2	96
CCN1CCN(C(=O)c2cc(S(=O)(=O)N3CC(C)CC(C)C3)ccc2Cl)CC1 (configuration not stated)	-6	-5	1	2	i	i	3	4	2
COC(=O)c1sccc1-n1cccc1C(=O)C(=O)Nc1ccc(F)cc1	13	1	-3	-6	i	i	2	3	0
O=C(CCN1CCN(c2ccccc2)CC1)c1ccc(Cl)cc1	7	-3	-1	26	i	i	-1	-3	11
Cc1nnc(NC(=O)c2ccc(S(=O)(=O)C(F)F)cc2)s1	-4	-2	4	-21	i	i	-1	0	0
COc1ccc(CNC(=O)C2Cc3c(-c4cccc(F)c4)ccnc3O2)cc1OC (configuration not stated)	-2	-5	1	14	i	i	-2	0	0
CCCNC(=O)c1ccc(N2CCC3(CC2)CC(c2ccccc2)=NO3)c(NC(=O)c2ccc(Br)cc2)c1	31	23	0	-12	i	i	2	1	-6
Cc1ccc(-c2[nH]ncc2CN2CCN(C(=O)c3cccs3)CC2)cc1C	8	0	4	5	i	i	4	1	17
CC(C)(CSc1nncn1/N=C/c1ccco1)NS(=O)(=O)c1ccc(Cl)cc1	-3	6	3	-2	i	i	-3	0	-11
NS(=O)(=O)c1ccc(NC(=S)NCc2cccc(Cl)c2)cc1	11	-12	-2	11	i	i	-1	5	-5
Cc1ccc(C)c(C(=O)COc2ccccc2[N+](=O)[O-])c1	20	-7	-12	12	i	i	-3	1	10
CCOC(=O)N1CCN(C(=O)C(NS(=O)(=O)c2cccc3nsnc23)c2ccccc2)CC1 (configuration not stated)	-3	-2	3	6	i	i	-3	7	-8
Cc1cc(-c2n[nH]c(=S)n2/N=C/C(Cl)=C/c2ccccc2)n[nH]1	-4	19	-8	-19	i	i	1	-4	-2
COc1ccc(C(=O)/C=C/c2cn(CC(O)CN3CCOCC3)c3ccccc23)cc1 (configuration not stated)	-5	-6	22	-38	.	i	-5	-14	-4
COc1cccc(NC(=O)CCN2C(=O)c3ccc([N+](=O)[O-])cc3C2=O)c1	16	-6	2	1	i	i	-1	5	-11
O=C(Cc1ncc(C(F)(F)F)cc1Cl)Nc1ccc(F)cc1	-7	-5	-6	7	i	i	-3	1	9
COc1cc(NC(=O)NCc2ccco2)ccc1-c1ccc(NC(=O)NCc2ccco2)cc1OC	-5	18	6	-8	i	i	3	9	7
CN1N=C2c3ccccc3CCC2C1c1ccc(Cl)cc1 (configuration not stated)	-4	-8	104	13	i	i	1	-1	3
CC(OC(=O)Cc1n[nH]c(=O)c2ccccc12)C(=O)N(C)c1ccccc1 (configuration not stated)	-6	-6	-1	11	i	i	-1	-1	-1
COc1ccc(NC(=O)c2cc(-c3ccccn3)nc3ccccc23)c(OC)c1	1	5	0	1	i	i	0	2	1
COc1cc(NC(=O)c2cc3ccccc3o2)ccc1NC(=O)c1ccco1	12	-1	0	-9	i	.	3	0	10
Fc1ccccc1N1CCN(c2nc(-c3cccs3)nc3ccccc23)CC1	32	4	4	-8	i	i	2	-5	20
CC(=O)Nc1cc(-c2ccccc2)cn2c(-c3cccc(C(C)=O)c3)cnc12	16	-6	2	-62	i	i	1	-4	8
SMILES	FAS-TE inh	NadD block	CSN inh	MLLE-PAM2 inh	Rpn11 inh	Neddylation inh	Rin1-Abl PPI inh	MT1-MMP act inh	SKN-1 block
C[C@H]1CN([C@@H](C)CO)C(=O)Cc2cc(NC(=O)CCC(F)(F)F)ccc2O[C@H]1CN(C)S(C)(=O)=O	-8	5	-4	-2	i	i	0	8	0
COc1ccccc1CN1CC(C(=O)NCCc2ncccc2C)CCC1=O (configuration not stated)	-8	-5	-4	-6	i	i	-5	-4	15
CC(C)(C(=O)N1CCC1(C)C(=O)NC1Cc2ccccc2C1)c1ccccc1 (configuration not stated)	2	-3	5	3	i	i	1	-1	6
NC(=O)C1C(c2ccccc2)=C1c1ccccc1	-10	-7	-3	4	i	i	-2	4	8
Cc1ccc(N2CCN(S(=O)(=O)c3nnc(NC(=O)c4ccccc4)s3)CC2)cc1	2	12	4	-12	i	i	-1	-2	-8
O=[N+]([O-])c1ccc(CSc2nc3ncc(Br)cc3[nH]2)cc1	8	7	9	-72	i	i	0	2	8
O=C(CN1CCN(C(c2ccccc2)c2ccccc2)CC1)N1CCOCC1	-4	3	5	-5	i	i	-3	-5	-8
OCCNCc1cccc2ccccc12	-6	-3	-5	9	i	i	2	0	1
O=C(COC(=O)CNC(=O)c1ccccc1)NC(=O)NC1CCCCC1	0	2	-3	-6	i	i	0	0	-4
O=C(Nc1ccccc1OC(F)F)c1ccc(F)cc1	-16	-5	3	2	i	i	1	-2	-5
CC(C)(C)Nc1nc(Cl)nc(NCCN2CCOCC2)n1	-6	-1	-1	-7	i	i	3	2	-10
COC(=O)[C@@]12C[C@@H](CC(=O)N3CCCC3)C(=O)N(Cc3ccc4c(c3)OCO4)C1=CCC(C)(C)C2	.	.	2	.	.	i	.	2	-9
O=c1cc(CN2CCCCC2)nc(C2CC2)[nH]1	-4	-3	3	3	i	i	1	0	-8
CCOC(=O)Cn1c(=O)c(-c2ccccc2N)nc2ccccc21	-4	3	-2	8	i	i	-5	-4	1
COc1ccccc1N1C(=O)CC(Sc2n[nH]c(-c3cccc(C)c3)n2)C1=O (configuration not stated)	-8	1	-10	30	i	i	-1	-5	13
C[C@H](NC(=O)c1ncn2c1C(=O)NC[C@@H]2C)c1ccccc1	-8	8	-5	13	i	i	2	-3	-3
CCN(CC)CCC#CC(O)(c1ccccc1)C1CCCCC1 (configuration not stated)	-2	-6	0	8	i	i	1	-1	-5
CCOC(=O)c1c(NC(=O)Cn2nnc(-c3ccccc3Cl)n2)sc(C)c1C	14	-8	-6	10	i	i	-3	6	-15
Cc1onc(-c2ccccc2Cl)c1C(=O)NCc1ccc2c(c1)cc(C)n2C	-5	17	-5	53	i	i	-22	43	55
O=C(NCc1cccs1)c1ccc2c(c1)OCCO2	-3	0	0	-2	i	i	-1	4	10
O=C(c1ccccc1)c1c(-c2ccccc2)[nH]n(-c2ccccc2)c(=O)c1=O	-4	2	0	8	i	i	1	4	7
CC(C)(C)OC(=O)Nc1ccccc1-n1nnnc1C(C(=O)c1ccc(F)cc1)N1CCN(c2ccccn2)CC1 (configuration not stated)	.	.	6	.	.	i	.	-7	8
CN(C(=O)COC(=O)c1ccccc1Nc1ccccc1)C1CCS(=O)(=O)C1 (configuration not stated)	5	-19	-1	-5	i	i	4	-8	0
CN1C(c2ccccc2)=NO[C@]1(C)c1ccccc1	-9	-3	5	10	i	i	-1	0	3
Cc1ccc(NCc2nnc(SCC(=O)Nc3ncc(C)s3)n2CC2CCCO2)c(C)c1 (configuration not stated)	-4	-4	4	-26	i	i	0	-1	-17

Five of the compounds above, bar-delimited.
mol | FAS-TE inh | NadD block | CSN inh | MLLE-PAM2 inh | Rpn11 inh | Neddylation inh | Rin1-Abl PPI inh | MT1-MMP act inh | SKN-1 block
NC(=O)C1C(c2ccccc2)=C1c1ccccc1 | -10 | -7 | -3 | 4 | i | i | -2 | 4 | 8
Cc1ccc(N2CCN(S(=O)(=O)c3nnc(NC(=O)c4ccccc4)s3)CC2)cc1 | 2 | 12 | 4 | -12 | i | i | -1 | -2 | -8
O=[N+]([O-])c1ccc(CSc2nc3ncc(Br)cc3[nH]2)cc1 | 8 | 7 | 9 | -72 | i | i | 0 | 2 | 8
O=C(CN1CCN(C(c2ccccc2)c2ccccc2)CC1)N1CCOCC1 | -4 | 3 | 5 | -5 | i | i | -3 | -5 | -8
OCCNCc1cccc2ccccc12 | -6 | -3 | -5 | 9 | i | i | 2 | 0 | 1

(further entries)
SMILES	FAS-TE inh	NadD block	CSN inh	MLLE-PAM2 inh	Rpn11 inh	Neddylation inh	Rin1-Abl PPI inh	MT1-MMP act inh	SKN-1 block
COc1ccccc1NC(=O)N1CCCC1C(=O)NC1CCCCC1 (configuration not stated)	-3	-5	-2	11	i	i	3	2	-9
CC(=O)Nc1ccc(CNc2nc(NC(C)C)nc3cc(-c4ccccc4)sc23)cc1	-5	22	-1	1	i	i	-10	-18	3
Cc1ccc2[nH]cc(CCNC(=O)c3ccc4c(c3)OCO4)c2c1	3	3	2	-8	i	i	3	-1	17
NC(=O)C1CCN(C(=O)C2CC(=O)N(c3ccc4c(c3)OCCO4)C2)CC1 (configuration not stated)	-9	0	3	0	i	i	1	-3	-20
CCc1cccc2c(/C=N/NC(=O)c3cccc(S(=O)(=O)Nc4ccccc4Cl)c3)c[nH]c12	12	32*	1	12	i	.	0	-6	-9
CCc1ccc(/C=C2/SC(=S)N(CCCC(=O)Nc3ccccc3C(=O)O)C2=O)cc1	24	17	6	9	i	i	0	5	-14
COc1ccc(C(=O)NN2C(=S)N(c3ccc(OC)cc3)C(=O)C2CC(N)=O)cc1 (configuration not stated)	-6	-2	-4	-7	i	i	1	2	-8
COc1ccc(NC(=O)CN2CCC(n3c(C)nc4cc(F)ccc43)CC2)c(OC)c1	-7	-15	1	-1	i	i	2	-5	6
Cc1c(O)ccc2c(CC(=O)N[C@@H](Cc3c[nH]c4ccccc34)C(=O)O)cc(=O)oc12	1	-1	2	-2	i	.	2	-3	19
CC1(c2ccc(OC(F)F)cc2)NC(=O)N(CC(=O)Nc2ccc(F)cc2)C1=O (configuration not stated)	6	5	4	-2	i	i	-1	3	14
Clc1ccc(SCc2csc(N3CCOCC3)n2)cc1	11	-3	4	21	i	i	-4	3	7
CN1CCO/C1=C(\C(Cl)=C(Cl)Cl)[N+](=O)[O-]	-3	3	-6	-14	i	i	-3	2	10
CCCCNC(=O)/C(C#N)=C/c1ccc(-c2ccc(S(=O)(=O)N3CCOCC3)cc2)o1	38	-2	-10	-7	i	i	-1	0	2
CCCCN(C(=O)CC1CCCCC1)c1c(N)n(CCCC)c(=O)[nH]c1=O	-1	-2	8	-4	i	i	-1	-4	19
Nc1ncnc(Nc2ccccc2Oc2ccccc2)n1	-4	0	-4	5	i	i	3	-1	-1
CCOC(=O)C1CCCN(Cc2ccc(O)c(OC)c2)C1 (configuration not stated)	-9	3	-3	-5	i	i	3	1	-7
O=C(NCCCc1ccccc1)c1cc([N+](=O)[O-])ccc1Cl	84*	-3	5	-1	i	i	-2	-4	8
COc1ccc(-c2ccc(/C=C3/C(=N)N4C=CSC4=NC3=O)o2)c([N+](=O)[O-])c1	-8	22	-2	-3	+	i	-3	11	7
